GALK inh = inhibitors of human galactokinase | P51570 | Purified GALK, Kinase-Glo residual ATP luminescence | Potency, µM (titrated, usually from 57.5 µM), without a hit: top-dose activity change, negative = inhibition, usual class: inhibitors | hit rate 0.007% among 270,000; further: potency means the concentration at half of the fitted maximal effect; on the % scale 0 is the no-effect control and ±100 the full control effect
Target sequence (P51570 whole entry, looked up): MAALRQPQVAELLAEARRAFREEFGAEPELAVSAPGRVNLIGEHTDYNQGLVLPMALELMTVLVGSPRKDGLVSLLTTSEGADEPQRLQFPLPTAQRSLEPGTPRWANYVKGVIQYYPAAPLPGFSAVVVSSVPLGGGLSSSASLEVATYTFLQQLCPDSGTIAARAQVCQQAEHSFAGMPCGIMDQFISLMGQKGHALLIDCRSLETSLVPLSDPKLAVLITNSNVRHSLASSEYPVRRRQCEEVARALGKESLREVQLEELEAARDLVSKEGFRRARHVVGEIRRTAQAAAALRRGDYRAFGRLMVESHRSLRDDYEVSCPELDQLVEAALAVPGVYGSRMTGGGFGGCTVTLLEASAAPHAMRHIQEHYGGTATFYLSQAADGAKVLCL
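Human GALK (5 nM) with 35 uM ATP and 100 uM galactose in 20 mM HEPES pH 8.0, 5 mM MgCl2, 60 mM NaCl, 1 mM DTT, 0.01% BSA. After 1 h at room temperature, leftover ATP was read by Kinase-Glo Plus luminescence.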
Giardia killer = Giardia lamblia killing; hit rate 0.15% among 340,000; AID 540267; Giardia lamblia trophozoite viability; activity change, % at 7.66 µM, hits read low; in the data active means activity change below about -80%; inconclusive means between about -30% and that limit;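 further: parasites exposed to compound for two days anaerobically before the ATP read; on the % scale 0 is the no-effect control and ±100 the full control effect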
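Giardia lamblia trophozoites (100 cells/well) were incubated with compounds for 48 h at 37 deg C under anaerobic conditions. Viability was read as ATP content by one-step luminescence after 15-30 min at room temperature.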
BCR signal inh = chronic active BCR signaling inhibition | Potency, µM (top dose mostly 46.1 µM), for the others: at the top dose ratio change, negative = lower green/red ratio, most hits filed as inhibitors | hit rate 0.05% among 340,000 | ABC-DLBCL IkBa-CBG/CBR reporter, luminescence ratio, 4 h; active means well fitted inhibition curve with a large enough effect in the signal ratio, with a control signal flat, not every such curve was filed as active; inconclusive means small, poorly fitted or top-dose-only effect, or effect the other way, or a change in a side signal; the % refers to the signal ratio;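 further: potency means the concentration at half of the fitted maximal effect; plate controls were basal doxycycline-induced cells for no effect and cells given 10 µM MG132 for full effect; MG132 reads +100%, hits lower the ratio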
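Cell line TMD8 (human ABC DLBCL), stably expressing tet-inducible CBG68-IkBa fusion and CBR; IMDM/0.5% FBS; cpd up to 46 uM; dox induction, 4 h, 37C/5% CO2; dual luminescence; green/red ratio; MG132 control.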
Tb PFK inh = blocks T. brucei phosphofructokinase; O15648; T. brucei PFK, ADP-Glo luminescence; Potency, µM (series often up to 57.5 µM), without a hit: top-dose activity, negative = inhibition, usual class: inhibitors; hit rate 0.17% among 330,000; AID 485367;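 further: potency means the concentration at half of the fitted maximal effect; 0% = uninhibited 1x PFK enzyme wells and -100% = no-enzyme wells; nearly all actives have a fitted effect of over 60% in size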
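ADP-Glo luminescence quantified ADP after 45 min at room temperature, with 1.25 nM T. brucei PFK, 0.1 mM ATP and 0.5 mM fructose-6-phosphate in pH 8.0 TEA buffer. qHTS titrations up to 57 µM; curves classified by quality.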
ASM inhibitor = blocks human secretory acid sphingomyelinase; P17405; placental ASM, HMU-PC fluorogenic substrate, 60 min; Potency, µM (top dose mostly 57.5 µM), inactives show at the highest dose activity change, negative = inhibition, usual class: inhibitors; hit rate 0.006% among 340,000; further: potency means the concentration at half of the fitted maximal effect
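Fluorogenic HMU-PC substrate (9 uM final) is turned over by placental ASM in 60 min at 37 C after a 10 min compound preincubation. Reaction ended by alkaline stop (pH 10), with fluorescence read at 386/447 nm.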
Menin MLL FP TR = displaces Texas Red mutant MLL peptide from human menin | O00255 | Menin + Texas Red MLL mutant peptide, fluorescence polarization | Potency, µM (top dose mostly 61.6 µM), for inactives: at the highest dose FP activity change, negative = inhibition, hits mostly inhibitors | hit rate 0.23% among 270,000 | AID 1768; active means well fitted inhibition curve with a large enough effect in the polarisation, with a control signal flat, not every such curve was filed as active; inconclusive means small, poorly fitted or top-dose-only effect, or effect the other way, or a change in a side signal; inactive means no such curve, though single readings can be large or run the other way; the % refers to the polarisation; further: potency means the concentration at half of the fitted maximal effect; % of control where 0% means no effect; many of its hits are not listed in these tables
PKM2 act = PKM2 (human) enzyme activation; P14618; purified PKM2, Kinase-Glo ATP luminescence, activation; response scale: 0% is enzyme alone, no compound; Potency, µM (doses to about 57.5 µM), for the others: at the highest dose activation, hits mostly activators; hit rate 0.34% among 260,000; AID 1631; further: potency means the concentration at half of the fitted maximal effect; on the % scale 0 is the no-effect control and ±100 the full control effect; nearly all actives have a fitted effect of over 55% in size
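ATP formation by purified human PK-M2, quantified via coupled luciferase luminescence after 1 h at room temperature with 0.1 mM ADP and 0.5 mM PEP final.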
PTAP TSG101 blk = blocks PTAP/TSG101 interaction to inhibit HIV-1 budding | Q99816 | Fluorescence polarization, FITC-PTAP peptide / Tsg101 binding | Potency, µM (series often up to 115 µM), without a hit: at the highest dose activity change, negative = inhibition, actives largely listed as inhibitors | 340,000 tested, under 10 active | AID 493005; active means well fitted inhibition curve with a large enough effect in the main read-out, with a control signal flat, not every such curve was filed as active; inconclusive means small, poorly fitted or top-dose-only effect, or effect the other way, or a change in a side signal; inactive means no such curve, though single readings can be large or run the other way; further: potency means the concentration at half of the fitted maximal effect; % of control where 0% means no effect
Target sequence (Q99816 whole entry, looked up): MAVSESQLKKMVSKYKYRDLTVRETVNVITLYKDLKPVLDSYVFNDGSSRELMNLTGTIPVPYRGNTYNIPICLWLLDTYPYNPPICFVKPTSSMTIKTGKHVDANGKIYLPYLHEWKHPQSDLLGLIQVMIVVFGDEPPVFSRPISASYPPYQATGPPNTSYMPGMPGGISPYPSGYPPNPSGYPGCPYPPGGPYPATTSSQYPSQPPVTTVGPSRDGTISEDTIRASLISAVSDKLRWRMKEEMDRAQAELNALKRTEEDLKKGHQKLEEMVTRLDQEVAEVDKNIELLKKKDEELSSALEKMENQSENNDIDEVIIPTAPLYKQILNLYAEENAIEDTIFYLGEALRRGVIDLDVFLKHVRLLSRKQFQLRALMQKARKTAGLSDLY
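Compounds were pin-transferred onto Tsg101 binding domain (10 uM final) in HEPES pH 7.5 buffer, then FITC-PTAP peptide was added at 50 nM final. After 20 min at RT, polarization reported peptide displacement across a qHTS concentration series.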
B2AR arrestin = recruits beta-arrestin to the human beta2-adrenergic receptor. Potency, µM (highest dose often 46.1 µM), for the others: top-dose activation, most hits filed as activators. P07550. hit rate 0.02% among 330,000. beta-arrestin recruitment to beta2AR, cell-based reporter;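 further: potency means the concentration at half of the fitted maximal effect; 0% = DMSO controls and full agonism = EC100 isoproterenol or metaproterenol; nearly all actives have a fitted effect of over 65% in size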
Coupling enz = inhibits coupling enzyme system, counter-screen for aldolase hits. coupling enzyme system counterscreen, AmpLite Red fluorescence. activity change, negative = inhibition, % at 58.2 µM, hits read low. hit rate 0.67% among 290,000. AID 2472; in the data active means activity change below about -30%; further: on the % scale 0 is the no-effect control and ±100 the full control effect
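Activity here indicates interference with the coupling reaction, not aldolase inhibition. Compounds at 57.5 uM final met coupling enzymes for 10 min at RT; substrate and AmpLite Red detection followed, with a 525/598 nm fluorescence read after 20 min.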
Integrin act MD = integrin-mediated muscular dystrophy alleviation activation | hit rate 0.064% among 350,000 | Potency, µM (titrated, usually from 38.3 µM), for the others: at the top dose activation, actives largely listed as activators | alpha7betagal myoblasts, beta-gal FDG fluorescence, 48 h;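 further: potency means the concentration at half of the fitted maximal effect; 100% = response of the positive control SU9516; nearly all actives have a fitted effect of over 60% in size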
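Alpha7betagal+/- myoblasts (passage 13) were plated 16-24 hr, then exposed to compounds (1:260 dilution of DMSO stock) for 48 hours at 37C. After MPER lysis, β-galactosidase reporter activity was read as FDG fluorescence (ex 480/em 540) after 30 minutes.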
Numbers without * were called inactive; ? = inconclusive; nt = no result given; [ ] = another dose, or the depositor's remark. Unless noted, the call rests on the fitted dose curve; in most records, active means well fitted curve in the direction sought with a large enough effect; inconclusive means small, poorly fitted or top-dose-only effect, or another doubt; inactive means no such curve, though single readings can be large; an effect the other way counts as inactive or inconclusive. These rows are one share of the data; the hit share may differ from the screen's.

SMILES | GALK inh | Giardia killer | BCR signal inh | Tb PFK inh | ASM inhibitor | Menin MLL FP TR | PKM2 act | PTAP TSG101 blk | B2AR arrestin | Coupling enz | Integrin act MD
COc1ccc(C(C)=O)cc1CN1C(=O)NC2(CCCC2)C1=O | 0.1% | -5.3 | 0.1% | 1.3% | 1.2% | 11.1% | -6.1% | -0.2% | 0.0% | 0.8 | 10.3%
CN(C)CCOC1c2ccccc2-c2ccccc21 | 0.0% | -1.9 | 0.1% | 0.5% | 3.8% | 2.8% | -0.3% | 0.6% | -0.9% | 0.1 | -2.8%
Cc1ccc(NC(=O)CN2C(=O)N/C(=C/c3ccccc3OCc3cccc(C(=O)O)c3)C2=O)cc1 | 4.0% | 12.8 | ? | ? | -0.7% | -12.5% | nt | -9.0% | 0.5% | 12.1 | 11.4%
O=C(CN1C(=O)c2ccccc2C1=O)Nc1ccccc1 | 4.0% | -9.5 | -0.2% | -1.1% | -3.0% | ? | -1.8% | -1.7% | -0.2% | 0.5 | 8.5%
O=C1NCCCC1C(=O)N1CCN(C(=O)c2ccco2)CC1 (centres undefined) | 4.7% | 1.9 | 1.2% | 2.7% | 0.6% | 2.1% | -6.9% | -1.0% | 0.0% | 2.6 | 12.6%
COc1ccc2[nH]c(CN3CCN(CC(C)C)C(CCO)C3)c(C)c2c1 (centres undefined) | 5.6% | -1.3 | ? | 1.5% | 10.0% | ? | -0.9% | -1.7% | -0.8% | -12.8 | 15.6%
N=c1c(C(=O)NCc2ccc(F)cc2)cc2c(=O)n3ccccc3nc2n1CC1CCCO1 (centres undefined) | -2.2% | 20.5 | 5.5% | -4.5% | nt | 1.8% | -1.4% | -18.9% | -0.7% | 3.1 | 12.1%
O=C(C1CCN(S(=O)(=O)c2cccc3nonc23)CC1)N1CCCCC1 | -3.8% | -20.8 | 6.5% | 0.7% | -0.6% | 6.1% | -1.0% | 2.1% | -0.3% | 2.2 | -2.1%
C/C(=N/NC(=O)CCc1c(C)n[nH]c1C)c1cccc([N+](=O)[O-])c1 | -0.5% | -1.0 | -6.7% | -1.2% | 1.8% | nt | 5.1% | -0.2% | 0.1% | 3.1 | -13.7%
CC(C)CC(=O)/C=C/n1c(=S)oc2ccccc21 | -0.5% | -8.4 | -5.0% | 1.0% | 0.0% | 2.5% | 4.6% | -0.8% | -0.3% | 1.1 | -64.0%[inhibitor]
C/C(=N\NC(=S)Nc1ccc(C)c(C)c1)c1ccc(N2CCOCC2)cc1 | -2.0% | -8.4 | 0.5% | 11.0% | 45.7% | -2.3% | -17.8% | 5.2% | -0.1% | -0.1 | 0.9%
O=C(NCCc1ccc(Cl)cc1)C1CCN(S(=O)(=O)c2ccc(-n3cnnn3)cc2)CC1 | -1.2% | -8.4 | 0.9% | -0.2% | -0.5% | 19.8% | 0.3% | -6.3% | -1.0% | -0.6 | 17.8%
O=C(c1ccco1)N1CCN(C(=S)Nc2ccccc2Cl)CC1 | -0.4% | -1.9 | -11.1% | -3.3% | -0.6% | nt | -1.9% | -2.8% | -0.5% | nt | 2.8%
O=C(O)CNC(=O)/C=C/c1ccc(Cl)cc1Cl | -1.0% | 4.9 | 2.7% | -6.4% | 5.6% | 1.3% | 3.2% | -6.8% | 0.1% | 6.1 | 21.3%
CCCn1c(N)c(C(=O)COC(=O)c2c(C)noc2C)c(=O)n(C)c1=O | 1.4% | -11.3 | -1.1% | -0.9% | -1.2% | -3.8% | -2.9% | -5.0% | 0.2% | -0.2 | -8.9%
c1ccc(Oc2cc(-n3cccn3)ncn2)cc1 | -2.1% | -11.4 | ? | -8.2% | 1.7% | -2.5% | 9.4% | -0.2% | -0.2% | 8.6 | ?
CCOC(=O)C1=C(C)N=c2s/c(=C\c3ccc(OC(C)=O)c(OCC)c3)c(=O)n2C1/C=C/c1ccccc1 (centres undefined) | -2.4% | -3.9 | -2.5% | -2.4% | -7.0% | ? | 2.2% | -2.9% | -3.1% | -1.4 | -2.8%
CC(Sc1nc(N)cc(=O)[nH]1)C(=O)N1CCOCC1 (centres undefined) | nt | -4.5 | -1.6% | 0.0% | 4.4% | nt | nt | -0.8% | 0.4% | nt | 13.0%
COC(=O)C1=C(C)OC(N)=C(C#N)C1c1ccccc1 (centres undefined) | -0.2% | -2.8 | 8.1% | -2.0% | 1.2% | -4.2% | -13.4% | -7.2% | -1.6% | 1.8 | 1.0%
CC(=O)c1cccc(NS(=O)(=O)c2c(C(=O)N3CCOCC3)c(C)n(C)c2C)c1 | -0.8% | -6.8 | -8.4% | -0.5% | -0.3% | 8.9% | nt | 2.4% | 0.2% | -2.7 | 8.0%
C[C@H](CO)N1C[C@H](C)[C@@H](CN(C)C(=O)Nc2ccccc2)Oc2c(NS(=O)(=O)c3cn(C)cn3)cccc2C1=O | nt | 0.4 | ? | 3.2% | 2.1% | nt | nt | -3.0% | -0.9% | nt | -6.3%
CCOc1ccc(NC(=O)N(CCN(C)C)C(C)c2cccnc2)cc1 (centres undefined) | 5.5% | 14.5 | ? | -7.9% | -0.1% | nt | -4.4% | -3.6% | 0.2% | 3.3 | -7.7%
CC(C)c1ccc(NC(=O)C(c2ccccc2)N2CCN(C(=O)c3ccco3)CC2)cc1 (centres undefined) | 0.2% | 1.4 | 18.0% | -9.5% | -4.5% | 35.7%[activator] | 11.0% | -11.3% | 2.9% | nt | ?
Cc1ccc(S(=O)(=O)NC(=O)c2cccc(N(C)C)c2)cc1 | nt | -13.2 | 3.7% | -6.8% | 5.3% | nt | nt | -1.7% | -0.4% | nt | 4.4%
O=C(O)CC12CC3CC(C1)CC(n1ncc(NCc4ccccc4Cl)c(Cl)c1=O)(C3)C2 | -4.6% | -22.6 | 19.4% | 3.2% | -2.5% | nt | 17.8% | 1.4% | 0.0% | 4.8 | -9.9%
CN(CCNC(=O)C1CC(=O)N(c2ccc(F)c(Cl)c2)C1)Cc1ccccc1 (centres undefined) | -2.5% | 18.9 | 2.8% | 2.5% | -2.0% | 4.3% | 8.2% | -10.8% | -0.4% | 4.0 | -28.2%
Cc1cc(-n2cnnn2)ccc1C(C)C | 0.7% | -15.2 | ? | -0.5% | 0.5% | 9.6% | -10.1% | -0.2% | 0.2% | -2.9 | 2.6%
O=C(N/N=C/C1CC2C=CC1C2)c1ccccc1O (centres undefined) | 5.4% | 4.4 | ? | 6.3% | -2.9% | nt | -14.0% | 0.2% | -0.3% | 0.3 | -6.8%
O=C(CN1C(=O)c2ccccc2S1(=O)=O)NC(Nc1ccccc1F)C(Cl)(Cl)Cl (centres undefined) | -0.8% | -4.8 | ? | 2.2% | -2.8% | ? | 2.8% | -3.5% | -0.2% | -3.0 | -20.2%
COc1ccc(C2=NOC(C(=O)Nc3cccnc3)C2)cc1OC (centres undefined) | 0.9% | -4.2 | 1.5% | -1.8% | 0.6% | nt | -16.3% | -1.9% | -0.3% | -5.8 | -19.9%
O=C1OCCN1C(=O)[C@H]1[C@H](c2ccc(Cl)cc2)C(c2ccc(F)cc2)=NN1c1ccccc1 | nt | -2.9 | ? | 1.1% | 163.4%[activator] | ? | nt | 5.0% | -0.1% | -0.6 | 1.3%
Cc1cccc(NC(=O)CSc2ncnc3sc(C)cc23)c1 | -1.1% | -14.5 | ? | 0.0% | -5.2% | 9.1% | 1.3% | -5.1% | 0.4% | 1.5 | ?
COc1ccc(CCNC(=O)CSC(=O)c2ccccc2)cc1OC | 11.1% | 1.2 | -14.6% | -5.4% | 0.3% | -1.4% | 22.9% | -0.7% | 0.3% | -0.5 | ?
O=C1c2ccccc2CCCC12N=NCC2c1cccc2ccccc12 (centres undefined) | -0.4% | -20.7 | 17.1% | -2.1% | -2.8% | -27.0% | 1.7% | -6.0% | -1.0% | -4.0 | 2.6%
CCN(c1cccc(C)c1)S(=O)(=O)c1c(C)[nH]c(C)c1C(=O)N1CCCCC1 | 1.8% | -28.7 | 6.9% | -0.9% | 5.7% | -29.0% | nt | -7.4% | 0.1% | 3.9 | -8.4%
O=C(COC(=O)c1ccccn1)NCCCc1ccccc1 | -1.4% | -8.1 | 4.7% | 0.7% | -0.9% | 2.7% | -3.4% | -2.9% | 0.1% | -0.2 | -3.9%

Screens as filed in PubChem.
